# Compound activity: PubChem, several laboratories
# V-ATPase pH – yeast V-ATPase proton transport regulation by pHLuorin; S. cerevisiae, pHLuorin cytosolic pH fluorescence; response, % at 10 µM; 0.37% of 350,000 active; in the data active means response mostly above about 7.3%, no sharp cut-off; inactive means mostly below about 5.4%; further: actives read high; inactives centre near 0; some compounds called inactive have numbers as strong as hits
# Tat export inh – E. coli Tat transport inhibition. E. coli MC4100 TorA-mCherry Tat export, fluorescence. 0.036% of 340,000 active. AID 488895. inhibition, % at 10 µM;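 active means mean replicate inhibition at least 50% and at least half of replicates individually reaching 50%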;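 further: exported cargo escapes ClpAP degradation while cytoplasmic cargo is degraded and loses fluorescence; 0% = median of neutral control wells and 100% = median of NaSCN control wells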
# CDK5 p35 inh – inhibitors of human CDK5/p35 kinase; Q00535+Q15078; Recombinant CDK5/p35, ADP-Glo luminescence, 60 min; inhibition, % at 10 µM; 0.01% of 330,000 active;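 active means highest replicate inhibition of at least 50% and at least 75% of replicates reaching 50%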;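 further: plate controls were DMSO neutral control for no effect and GW8510 at 10 µM for full effect; many of its hits are not listed in these tables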
# Target sequence (Q00535 whole entry, looked up): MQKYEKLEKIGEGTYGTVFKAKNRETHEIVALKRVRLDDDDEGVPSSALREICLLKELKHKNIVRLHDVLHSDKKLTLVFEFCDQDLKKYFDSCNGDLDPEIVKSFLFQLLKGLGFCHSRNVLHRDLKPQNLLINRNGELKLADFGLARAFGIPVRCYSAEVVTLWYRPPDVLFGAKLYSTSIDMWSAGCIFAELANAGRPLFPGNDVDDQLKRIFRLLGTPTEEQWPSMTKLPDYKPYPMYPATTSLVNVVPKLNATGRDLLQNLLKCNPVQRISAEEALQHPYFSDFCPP
# Target sequence (Q15078 whole entry, looked up): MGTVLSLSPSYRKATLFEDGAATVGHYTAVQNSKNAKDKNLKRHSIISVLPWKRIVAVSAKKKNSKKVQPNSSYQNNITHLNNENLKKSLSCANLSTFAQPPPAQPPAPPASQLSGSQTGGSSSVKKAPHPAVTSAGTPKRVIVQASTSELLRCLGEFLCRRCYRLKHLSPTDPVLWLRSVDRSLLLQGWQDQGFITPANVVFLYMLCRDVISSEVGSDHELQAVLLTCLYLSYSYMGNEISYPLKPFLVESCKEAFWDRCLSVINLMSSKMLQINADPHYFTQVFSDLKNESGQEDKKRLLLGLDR
# CAL PDZ FP-1 – blocks peptide binding to the human CAL PDZ domain; AID 602252; 0.92% of 300,000 active; inhibition, % at 24.9 µM; purified CAL PDZ, TMR-peptide fluorescence polarization, 1 h;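 active means mean inhibition of at least 30% with at least half of replicates also reaching 30%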;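 further: 0% = DMSO neutral control and 100% = excess unlabeled competitor peptide PRC23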
# MITF TRPM1 HTS – activators of MITF-driven TRPM1 promoter activity in SK-MEL-5 cells; SK-MEL-5 TRPM1-promoter luciferase, 24 h; % of positive control, neutral wells = 0; activation, % at 12.5 µM; 0.75% of 300,000 active; AID 588334;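 active means mean activation of at least 80% with every replicate also reaching 80%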;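 further: 0% = neutral control wells and 100% = parthenolide positive control wells; values of inactives mirror those of a sister screen read the other way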
# CAL PDZ FP-2 – blocks peptide binding to human CAL PDZ domain. Q9HD26. purified CAL PDZ, TMR-peptide fluorescence polarization, 1 h. inhibition, % at 20 µM. 0.02% of 330,000 active. AID 504414;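 active means highest replicate inhibition of at least 40%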;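 further: plate controls were DMSO neutral control wells for no effect and unlabeled competitor peptide control wells for full effect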
#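 material = purified tagged CAL PDZ domain construct (CerCALP) | buffer or medium = sodium phosphate/NaCl buffer pH 7.4 with TCEP, IgG, Thesit | reagent = TMR-labelled reporter peptide T*-PRC34 bound in PDZ groove | incubation = 1 h room-temperature incubation prior to read | measured by = fluorescence polarization (mP) | evaluation = percent inhibition from loss of millipolarization | control set = unlabelled peptide and DMSO controls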
# RTF Ca sens act – increases calcium sensitivity of human cardiac regulated thin filaments. P19429+P45379. IANBD-labeled TnC RTF fluorescence at EC20 calcium; 0% EC20 calcium, 100% full calcium. activation, % at 7.2 µM. 0.24% of 340,000 active;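 active means activation above the mean over all tested compounds plus 3 SD, cut at about 30% in these data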;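 further: rise in fluorescence read as greater calcium sensitivity of cardiac thin filaments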
# Wnt bcat act – activates Wnt/beta-catenin signaling in a reporter cell assay; activator, plate reader; activation, % at 9.35 µM; 1.2% of 300,000 active; AID 743398; in the data active means activation above about 30%, passing the limit was not always enough;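 further: 0% = neutral control wells and 100% = positive control wells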
# Rtt109 Vps75 – inhibitors of Candida albicans Rtt109/Vps75 histone acetyltransferase | 0.16% of 330,000 active | AID 540336 | inhibition, % at 34.9 µM | Q5AAJ8 | purified Rtt109/Vps75, ThioGlo CoA-SH fluorescence, 4 h;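 active means inhibition of at least 50% in every replicate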
# dFosB activator – mouse delta FosB homodimer activation; activation, % at 25 µM; 0.99% of 340,000 active; purified delta FosB, TAMRA-CDK5 oligo fluorescence polarization; percent of positive-control signal above neutral wells; AID 493131;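 active means mean activation above about 17%, with every replicate also reaching it, limit read from the data, passing the limit was not always enough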;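 further: fluorescence polarization rise as delta FosB binds a TAMRA Cdk5 AP-1 oligo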
# Target sequence (P13346 whole entry, looked up): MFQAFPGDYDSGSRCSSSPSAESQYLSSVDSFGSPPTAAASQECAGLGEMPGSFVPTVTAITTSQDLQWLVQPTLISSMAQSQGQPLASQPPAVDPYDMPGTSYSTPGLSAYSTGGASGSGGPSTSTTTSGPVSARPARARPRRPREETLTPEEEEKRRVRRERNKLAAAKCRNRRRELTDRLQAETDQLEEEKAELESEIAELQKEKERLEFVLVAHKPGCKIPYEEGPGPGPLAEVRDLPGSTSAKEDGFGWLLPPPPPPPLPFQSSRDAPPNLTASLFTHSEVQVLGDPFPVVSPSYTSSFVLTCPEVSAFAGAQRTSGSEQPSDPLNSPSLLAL
# * marks the source's active call; other numbers are inactive results; . = not tested or not shown.
SMILES,V-ATPase pH,Tat export inh,CDK5 p35 inh,CAL PDZ FP-1,MITF TRPM1 HTS,CAL PDZ FP-2,RTF Ca sens act,Wnt bcat act,Rtt109 Vps75,dFosB activator
CCc1ccc(Nc2ncc3c(n2)CC(c2ccc(OC)cc2)CC3=O)cc1 (configuration not stated),-2,-4,-0.4,-1,.,-3.6,-6,.,-7,0
CCOC(=O)C(C)S(=O)(=O)c1ccc(C(F)(F)F)cn1 (configuration not stated),-3,-6,-0.1,1,-7,-0.5,-4,.,-1,2
CCCC(=O)Nc1ccc(C(=O)NNC(=S)NC(=O)c2cccs2)cc1,-5,-1,-1.1,-2,-17,0.1,-4,2,60*,-6
CCC(=O)NCCCNc1nc2c(C)cccc2cc1C#N,-2,-7,0.5,6,-4,-0.4,0,-1,-9,-2
CCc1ccc(Nc2ccc(S(=O)(=O)N3CCOCC3)cc2[N+](=O)[O-])cc1,0,1,-0.3,-7,-8,-0.2,-6,.,-3,5
CSCCC(NS(=O)(=O)c1ccc(C)cc1)C(=O)NCCc1c[nH]c2ccccc12 (configuration not stated),2,-1,-2.3,-4,1,-1.9,3,.,9,-5
O=c1[nH]c(O)c(/C=C2\C=Nc3ccc(Br)cc32)[nH]1,-2,1,2.0,-4,6,-0.5,2,5,7,1
CCOC(=O)c1ccc(NNC(C)=O)c([N+](=O)[O-])c1,-2,-6,-0.2,-1,-14,-1.9,10,.,4,-1
CC(C)(C)c1ccc(SCCc2ccccn2)cc1,-1,1,1.8,.,102*,-0.1,-1,61*,-4,4
CCC(=O)OCOc1ccc(/C=C2/CCC(CN(C)C)C2=O)cc1 (configuration not stated),-2,0,3.9,-6,-67,-0.6,-10,16,2,-14
CC(CN1CCCC1)OC(=O)c1ccc(Br)cc1 (configuration not stated),0,-6,0.1,-1,.,0.0,-3,1,2,-5
c1ccc(OCCOc2ncnc3sccc23)cc1,0,3,1.1,-3,41,-1.1,-6,42*,-13,-4
O=c1c2ccccc2oc2ccc(-c3ccc4cc[nH]c4c3)cc12,8,-1,0.0,-4,104*,-1.4,1,.,0,-4
COc1ccc(CCN(Cc2ccccn2)C(=S)Nc2cccc(C)c2)cc1OC,-4,-1,0.8,-1,6,0.8,1,45*,5,-8
O=c1cc(-c2ccc([N+](=O)[O-])cc2)c2cc3c(cc2[nH]1)OCCO3,-1,-3,-0.4,0,-20,-2.3,-5,-2,2,-5
O=C(NCc1ccco1)c1ccc(COc2ccccc2[N+](=O)[O-])o1,7,-10,-0.3,15,-10,-0.4,4,2,-6,-3
N/C(=N\OCc1ccc([N+](=O)[O-])cc1)c1ccccn1,-1,-9,7.2,-18,-71,-0.3,.,.,-8,4
O=C(C[n+]1ccccc1)N/N=C/c1ccc(F)cc1,0,-1,-0.4,7,-5,-0.4,.,-2,2,5
Cc1cc2c(=Cc3ccc(N(C)C)cc3)c3ccccc3n2[n+]1C,-2,-256,6.0,-5,-100,7.5,0,7,3,100*
O=C(CNS(=O)(=O)c1ccccc1)OCC(=O)c1cccc([N+](=O)[O-])c1,-2,7,0.7,3,3,0.4,2,.,-8,-1
CN(CCc1cn[nH]c1)C(=O)C1CCC(=O)N(CC2CCCCC2)C1 (configuration not stated),8,2,-0.2,4,-3,-0.8,-1,-2,-5,-4
Cc1cc(NC(=O)CSc2nc3ccsc3c(=O)n2CCCCC(=O)O)no1,-1,-5,-0.8,-2,-3,0.6,-2,2,1,2
Cc1ccc(SCCNC(=S)Nc2ccccc2)cc1,-1,4,0.6,7,7,-0.4,-1,.,-6,-2
O=C1CN(S(=O)(=O)c2cc(C(F)(F)F)ccc2Cl)CCN1,4,-5,-1.7,.,-3,-0.8,-2,0,11,-10
O=C(Cn1cc(C(=O)c2cccs2)c2ccccc21)NCc1ccc2c(c1)OCO2,2,-2,-0.3,.,.,-2.5,-2,-1,3,-1
CC1(C)CC(=O)c2cc(NC(=O)c3ccccc3)c(=O)oc2C1,2,-3,1.5,1,19,0.3,-3,1,3,-7
CCOc1ccc(C(C(=O)NCC2CCCO2)N(CCc2cccc(C)c2)C(=O)c2snc(C(N)=O)c2N)cc1 (configuration not stated),0,-13,0.5,-1,-4,0.1,-9,4,-3,-19
CCN(CC)S(=O)(=O)c1ccc(NN=c2c(=O)c3ccccc3c2=O)cc1,1,-4,-0.6,1,-32,-1.9,-1,-1,.,-9
O=C(/C=C/c1cccc(Oc2ccccc2)c1)N1CCOCC1,2,10,0.1,-4,64,-2.3,6,18,12,2
COc1ccc(CNC(=O)C(C)n2ccc3cc(S(=O)(=O)N4CCCCCC4)ccc32)cc1 (configuration not stated),1,9,2.0,.,-8,-0.8,-3,-3,18,-4
CC(=O)NC(=S)Nc1ccccc1C(=O)Nc1ccccc1,0,-2,-3.9,-2,-6,-2.0,-4,.,3,0
CC1CCc2cc(F)ccc2N1C(=O)CSc1nnc(-c2cccs2)n1C (configuration not stated),2,2,-8.2,.,-2,-1.2,3,.,11,-9
CC1CCN(C(=O)c2[nH]cnc2C(=O)Nc2ccc(Cl)cc2)CC1,-6,-1,0.0,-1,2,-1.7,-4,-2,-6,2
O=[N+]([O-])c1cccc(N/N=C/c2cccc(O)c2O)c1,1,0,1.5,-3,41,-0.1,-3,12,2,-5
COc1ccc(C2c3[nH]c4ccccc4c3C[C@H]3C(=O)N(c4ccccc4C(=O)N4CCC[C@@H]4C(=O)O)C(=O)N23)cc1 (some centres not stated),1,6,-0.8,-1,-14,0.7,4,2,0,-9
O=C(/C=C/C=C/c1ccc2c(c1)OCO2)N1CCCCC1,1,0,-0.1,0,98*,-0.4,0,1,0,-6
CN1CCN(S(=O)(=O)c2ccc(NC(=O)c3ccco3)cc2)CC1,-2,6,2.0,7,13,-1.0,2,.,-9,1
C=CCN(C(=O)c1csnn1)C(C(=O)NC1CCCCC1)c1ccc(Cl)cc1 (configuration not stated),-3,-3,-0.3,2,-5,-1.9,-9,-1,17,-4
CN(CCc1ccccn1)C(=O)c1cccnc1Oc1ccccc1,-1,-2,-0.6,-1,-9,0.4,-2,-1,-9,5
COc1cc(/C=C2/C(=O)NN(c3ccc(Cl)cc3)C2=O)cc(OC)c1O,0,-7,1.0,.,-4,-0.1,7,-2,3,4
Oc1ccc(N=Nc2ccccc2-c2nn[nH]n2)c(O)c1,1,-3,-3.3,2,-11,-0.5,-3,6,-22,-22
Cn1nccc1C(=O)N1CCN(c2cccc(C(F)(F)F)c2)CC1,8,-1,0.9,-3,3,-1.9,-4,-1,-4,1
COc1ccccc1OCCOC(=O)Nc1ccccc1,-1,4,-1.1,-1,13,-3.6,4,-1,11,5
COC(=O)C(CC(C)C)NC(=O)/C=C/c1ccccc1Cl (configuration not stated),6,-9,-2.7,-2,-4,-0.5,10,-3,-10,-7
O=C(NCCS(=O)(=O)N1CCCC1)c1ccccc1,1,3,2.0,-3,4,-1.3,9,2,7,-3
O=C(CSc1nnc(-c2cccnc2)s1)Nc1cccc(C(=O)O)c1,0,2,-1.4,-3,-9,0.4,4,.,-1,-1
Cc1ccc(C(=O)NC(C)CCc2ccccc2)cc1S(=O)(=O)N1CCOCC1 (configuration not stated),3,-4,0.4,-5,-17,-1.1,2,-3,-5,-8
CC1CN(c2ccc([N+](=O)[O-])c(NCCOc3ccccc3)c2)CC(C)N1 (configuration not stated),0,-12,-2.3,-5,.,-1.0,4,-2,-6,3
CN1CCN(c2ccc(C(=O)c3cn(-c4ccc(F)c(Cl)c4)nn3)cc2)CC1,-3,3,1.0,5,6,0.4,-6,-2,18,-2
CCNS(=O)(=O)c1ccc(NC(=S)NCC2CCCO2)cc1 (configuration not stated),-2,-3,1.4,5,12,-0.1,-4,.,2,4

# Later entries.
SMILES,V-ATPase pH,Tat export inh,CDK5 p35 inh,CAL PDZ FP-1,MITF TRPM1 HTS,CAL PDZ FP-2,RTF Ca sens act,Wnt bcat act,Rtt109 Vps75,dFosB activator
CN(CC(=O)Nc1cccc(F)c1)C(=O)c1cc(S(=O)(=O)N2CCCCC2)ccc1N1CCOCC1,-1,-2,0.4,-3,-6,-2.9,-15,-1,-20,6
CCCCCCCn1c(C)nnc1-c1cnn(C)c1N,-3,2,-3.0,3,2,-1.0,5,-2,-2,-10
CCC(=O)NS(=O)(=O)c1ccc(N=NN2CCCCC2)cc1,4,-2,0.7,-4,5,-3.2,0,-1,-3,4
O=[N+]([O-])c1ccccc1S(=O)(=O)NCCSCc1ccco1,2,0,-0.7,.,-2,-0.9,-2,-2,6,-7
CC1CCCC(C(=O)O)N1C(=O)CCS (configuration not stated),0,24,0.4,-5,10,1.1,-4,-1,0,1
COc1ccc(C(=O)NC2CCN(C(=O)Nc3ccc(F)cc3)CC2)cc1,4,-1,0.3,-3,-5,-2.2,-6,4,-13,4
CCCc1nc(SCC(N)=O)[nH]c(=O)c1CC,-3,-7,2.6,6,-2,-0.2,-2,-6,3,6
C/C(=C\c1ccccc1)CN1CCN(c2cccc(Cl)c2)CC1,1,1,2.7,-2,-5,-2.4,2,0,.,7
CCOc1ccccc1NC(=O)CSc1nnc2c(CC)c(C)nc(N)n12,7,-1,0.3,1,-1,-4.3,-1,.,-8,-3
Cc1ccccc1NC(=O)c1ccccc1N(C)S(=O)(=O)c1ccccc1,1,-6,-1.2,-4,.,-0.4,-4,-5,42,-6
CN(CC(=O)NCC(=O)Nc1ccc(F)cc1)C1CCS(=O)(=O)C1 (configuration not stated),-2,-8,0.7,-8,3,0.2,1,11,5,3
COc1ccccc1OCc1ccc(C(=O)NCc2cccnc2)o1,9,-2,0.4,-3,7,-3.1,6,-5,0,2
C=CCNC(=S)NNC(=O)c1ccccc1,1,1,0.2,3,.,-1.4,9,-1,-1,-2
CC(=O)Nc1nc(NC(=O)/C=C/c2ccccc2)n(-c2ccccc2)n1,-2,-4,0.9,-6,-16,-0.9,-6,-3,-2,-3
O=C1N=c2ccc(Br)cc2=C1c1sc(=S)n(NS(=O)(=O)c2ccccc2)c1O,-1,-3,2.1,1,4,11,1,-7,3,-5
O=C(COC(=O)c1cccc2c1C(=O)c1ccccc1C2=O)NC1CCCCC1,-2,5,1.2,6,-17,1.9,-1,-7,-4,-4
Cc1cccn2c(=O)c3cc(C#N)c(=N)n(CCCN4CCOCC4)c3nc12,-70,0,0.1,-3,3,-1.4,7,.,-216,-3
O=C(Nc1ccc(S(=O)(=O)N2CCCCC2)cc1)C1CCCCC1,-3,0,-1.6,-1,-8,-2.5,0,0,-5,-9

# Single records, from the list above. Values in the order: V-ATPase pH	Tat export inh	CDK5 p35 inh	CAL PDZ FP-1	MITF TRPM1 HTS	CAL PDZ FP-2	RTF Ca sens act	Wnt bcat act	Rtt109 Vps75	dFosB activator
# Profile of COc1ccccc1OCc1ccc(C(=O)NCc2cccnc2)o1 → 9	-2	0.4	-3	7	-3.1	6	-5	0	2
# Profile of CC(=O)Nc1nc(NC(=O)/C=C/c2ccccc2)n(-c2ccccc2)n1 → -2	-4	0.9	-6	-16	-0.9	-6	-3	-2	-3
# Profile of O=C(COC(=O)c1cccc2c1C(=O)c1ccccc1C2=O)NC1CCCCC1 → -2	5	1.2	6	-17	1.9	-1	-7	-4	-4
